Screening results (PubChem BioAssay)
human PMI inhibitors – human PMI inhibitors, high substrate, primary screen, biochemical, fluorescence intensity, high mannose 6-phosphate (AID 1220); recombinant PMI enzyme, coupled fluorescence intensity; higher % means a stronger effect; inhibition, % at 20 µM, or IC50 in µM where a hit was titrated; hit rate 0.66% among 190,000
T cell modulator – T cell immune modulation candidate; hit rate 0.068% among 330,000; AID 2052; 2C CD8+ T cell-vesicle binding, flow cytometry; stronger effect = lower value; calls only at 7 µM;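 active = response, share of CD8 T cells binding vesicles, and their 90th percentile fluorescence all below set limits, cut at about 80% in these data, passing the limit was not always enough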
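Material: 2C TCR transgenic mouse naive CD8+ T cells, MACS-purified. Also added: QL9-charged Drosophila Ld/ICAM-1/B7-1 vesicles. Timing: binding 1.5 h at 37 °C. Measured by: high-throughput flow cytometry with anti-B7-1 and anti-CD8 staining. Read-out: percent CD8+ FL2 mean versus row control. Controls: Unloaded micro-vesicles (low), QL9 vesicles with 0.7% DMSO (high).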
RSV antiviral HEp-2 – inhibition of RSV-induced cytopathic effect – HEp-2 cells, primary 10 µM value included (AID 2391); HEp-2 cells, RSV-induced CPE inhibition; higher % means a stronger effect; CPE inhibition, % at 10 µM; hits with a dose series show IC50 in µM; hit rate 0.13% among 310,000; in the data active = a potency from the dose series; inconclusive = CPE inhibition mostly from about 23% at the one dose, without a potency; inactive = the rest, 99 in 100 with CPE inhibition below about 21%; note: strong numbers were not always called active
TNAP activators – human TNAP enzyme activators, primary screen, biochemical, luminescent, no phosphate acceptor, uHTS (AID 1001); purified TNAP, luminescent activation assay, no phosphate acceptor; higher activation fold means a stronger effect; activation fold at 20 µM; hits with a dose series show EC50 in µM; hit rate 0.03% among 200,000; in the data active = activation fold from about 3, or a potency from the dose series; inactive = the rest, 99 in 100 with activation fold below about 1.6; note: many of its hits are not listed in these tables
UTI89 phage lysis – protection from phage-mediated lysis, alamar blue read-out – E. coli UTI89, K1F phage, bacterial capsule biogenesis inhibitors (AID 488966); E. coli UTI89 K1F phage lysis, alamar blue, 2 h; higher % means a stronger effect; one-dose inhibition, % at 100 µM; IC50 in µM for titrated hits; hit rate 0.02% among 340,000;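 active = phage lysis inhibition, versus mean bacterial control, above a set limit; inconclusive = no clear call, values can overlap the other calls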;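 note: capsule biogenesis inhibitors block K1F phage lysis so surviving cells raise fluorescence; higher fluorescence means more inhibition of phage lysis; actives were called in the ten point dose series up to 300 µM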
West Nile virus CPE – inhibition of WNV-induced cytopathic effect – cell-based, CPE readout (AID 1621). West Nile virus-infected cells, CPE inhibition; higher % means a stronger effect. one-dose CPE inhibition, % at 10 µM; IC50 in µM for titrated hits. hit rate 0.02% among 290,000; in the data active = a potency from the dose series; inconclusive = CPE inhibition mostly from about 3.7% at the one dose, without a potency; inactive = the rest, 99 in 100 with CPE inhibition below about 2.2%; note: strong numbers were not always called active
M17LAP inhibition – P. falciparum M17LAP inhibitors, primary screen, biochemical, fluorogenic H-Leu-NHMec substrate, 1536-well (AID 1619). hit rate 0.38% among 220,000. recombinant M17LAP, H-Leu-NHMec fluorogenic kinetic assay; higher % means a stronger effect. one-dose inhibition, % at 30 µM; IC50 in µM for titrated hits;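 active = compound inhibiting the enzyme by more than half at any dose during confirmatory dose-response retesting; inconclusive = strong single-dose inhibitors picked by rank but not retested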;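 note: plate controls were full reaction with DMSO carrier for no effect and no enzyme background for full effect; strong numbers were not always called active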
human PMI inhibition – inhibitors of human PMI, primary screen, biochemical, fluorescence intensity, coupled assay (AID 1209); purified PMI enzyme, coupled fluorescence intensity; higher % means a stronger effect; hit rate 0.42% among 190,000; one-dose inhibition, % at 20 µM; IC50 in µM for titrated hits;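 note: plate controls were DMSO vehicle for no effect and wells lacking substrate for full effect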
M1AAP inhibition – malaria alanyl aminopeptidase activity blockers – biochemical, fluorogenic H-Leu-NHMec substrate, 1536-well (AID 1445). recombinant M1AAP, H-Leu-NHMec fluorogenic kinetic assay; higher % means a stronger effect. inhibition, % at 30 µM; hits with a dose series show IC50 in µM. hit rate 0.42% among 220,000;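 active = primary inhibition above the hit cutoff, then over 50% inhibition at one or more dose response concentrations, cut at about 23% in these data, passing the limit was not always enough; inconclusive = conflicting primary data, or primary hits not chosen for dose response; inactive = low primary inhibition, or under 50% at every dose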;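 note: plate controls were DMSO full reaction for no effect and no enzyme background for full effect; strong numbers were not always called active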
T cell modulator vesicle-bound % – second read-out of T cell modulator, no call of its own (marks repeat the call); double positive events, %; measured here: CD8+ vesicle-bound cell fraction;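 binding gate set so that unloaded-vesicle control wells show 10% double positive cells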
Numbers without * were called inactive; i = inactive; ? = inconclusive; / = not tested or not shown; [ ] = dose if it differs, or a comment. Cut-off read from the data, not from the text of the source, unless noted: active = inhibition above about 50%; inactive = the rest.

The first six records as a preview:
Results follow in this order: UTI89 phage lysis	human PMI inhibitors	TNAP activators	T cell modulator vesicle-bound %	M1AAP inhibition	West Nile virus CPE	T cell modulator	human PMI inhibition	M17LAP inhibition	RSV antiviral HEp-2
1	O=C(Cn1c(=O)oc2cc(S(=O)(=O)N3CCCC3)ccc21)N1CCCC1
  0.4%	-6.1%	1.2	26.1	-2.7%	0.1%	i	-1.0%	-6.6%	2.9%
2	CC(C)(C)OC(=O)NNC1CC(=O)N(c2ccccc2F)C1=O (stereo not drawn)
  -0.5%	3.7%	1	15.3	1.8%	0.3%	i	-8.4%	-0.8%	0.5%
3	CCCC1(C(=O)OC)NC(c2ccc(OC)c(OC)c2)C2C(=O)N(c3cccc(C(C)=O)c3)C(=O)C21 (stereo not drawn)
  0.1%	/	/	37.6	/	-1.8%	i	/	/	-0.7%
4	CCCCCCCCOC(=O)c1nc(Cl)c(Cl)c(N)c1Cl
  -1.4%[50 µM]	23.3%	1.2	45.1	7.5%	-0.5%	i	13.5%	-10.2%	16.8%
5	CCC(C)[C@H](NC(=O)OC(C)(C)C)C(=O)N/N=C/C1=Cc2ccccc2OC1 (stereo partly drawn)
  10.7%	5.1%	1	29.4	1.5%	-0.6%	i	5.9%	16.8%	1.5%
6	Clc1ccccc1C1=Nn2c(nnc2-c2ccncc2)SC1
  0.4%	-1.4%	1.1	58.9	6.1%	/	i	-1.2%	3.2%	0.3%

Results, previewed entries included:
Results follow in this order: UTI89 phage lysis	human PMI inhibitors	TNAP activators	T cell modulator vesicle-bound %	M1AAP inhibition	West Nile virus CPE	T cell modulator	human PMI inhibition	M17LAP inhibition	RSV antiviral HEp-2
1	O=C(Cn1c(=O)oc2cc(S(=O)(=O)N3CCCC3)ccc21)N1CCCC1
  0.4%	-6.1%	1.2	26.1	-2.7%	0.1%	i	-1.0%	-6.6%	2.9%
2	CC(C)(C)OC(=O)NNC1CC(=O)N(c2ccccc2F)C1=O (stereo not drawn)
  -0.5%	3.7%	1	15.3	1.8%	0.3%	i	-8.4%	-0.8%	0.5%
3	CCCC1(C(=O)OC)NC(c2ccc(OC)c(OC)c2)C2C(=O)N(c3cccc(C(C)=O)c3)C(=O)C21 (stereo not drawn)
  0.1%	/	/	37.6	/	-1.8%	i	/	/	-0.7%
4	CCCCCCCCOC(=O)c1nc(Cl)c(Cl)c(N)c1Cl
  -1.4%[50 µM]	23.3%	1.2	45.1	7.5%	-0.5%	i	13.5%	-10.2%	16.8%
5	CCC(C)[C@H](NC(=O)OC(C)(C)C)C(=O)N/N=C/C1=Cc2ccccc2OC1 (stereo partly drawn)
  10.7%	5.1%	1	29.4	1.5%	-0.6%	i	5.9%	16.8%	1.5%
6	Clc1ccccc1C1=Nn2c(nnc2-c2ccncc2)SC1
  0.4%	-1.4%	1.1	58.9	6.1%	/	i	-1.2%	3.2%	0.3%
7	CCC(C(=O)OCC(=O)Nc1cc(C)ccc1OC)c1ccccc1 (stereo not drawn)
  0.2%	0.3%	1	58.0	-3.8%	0.2%	i	-2.9%	-2.0%	2.1%
8	COc1ccc(S(=O)(=O)N2CCOC2CNC(=O)C(=O)NCCc2ccccc2OC)cc1 (stereo not drawn)
  -0.4%	/	/	33.6	/	-1.3%	i	/	/	1.8%
9	COc1ccc(CN2CCCC(N3CCc4ccccc4C3)C2)c(O)c1 (stereo not drawn)
  -1.6%	/	/	54.0	/	0.1%	i	/	/	-0.9%
10	Cc1cc(Cl)cc(Cl)c1OCCOCCN(C)C
  0.8%	-17.3%	1.1	46.1	0.4%	0.0%	i	-8.3%	9.4%	-0.8%
11	COc1ccc(NC(=O)NCc2ccncc2)c(OC)c1
  0.0%	3.6%	1.1	28.7	4.8%	-0.5%	i	5.2%	-2.5%	1.4%
12	S=c1nc(NCCc2ccccc2Cl)c2ccccc2[nH]1
  -1.7%[50 µM]	/	/	26.4	/	-0.3%	i	/	/	11.3%
13	CCN(CC)S(=O)(=O)c1cccc(-c2cn3cc(C)ccc3n2)c1
  -0.2%	-5.3%	0.9	47.7	12.4%	1.5%	i	6.5%	1.8%	4.1%
14	Cc1cc(C)c(NC(=S)N(C)C)cc1C
  -0.7%	/	/	34.5	1.4%	1.0%	i	/	3.1%	/
15	CCN(CC(=O)Nc1cc(Cl)ccc1C)C(=O)CCOc1ccccc1C
  0.5%	/	/	19.6	/	-1.0%	i	/	/	18.5%
16	CC1CCc2cc(F)cc3c(O)c(C(=O)NCCN(C)C)c(=O)n1c23 (stereo not drawn)
  1.8%[50 µM]	/	/	42.4	/	0.7%	i	/	/	2.0%
17	CCn1c(SC(C)C(=O)O)nc2sc3c(c2c1=O)CCC3 (stereo not drawn)
  0.4%	-8.9%	1.1	47.4	7.3%	0.1%	i	-4.0%	54.6%	0.5%
18	CC(C)(C)c1ccc2c(c1)OC(C(=O)N/N=C\c1ccc[nH]1)CO2 (stereo not drawn)
  0.5%	/	/	33.3	/	?	i	/	/	8.3%
19	Cc1ccc(-n2nnnc2SCC(=O)Nc2nc(-c3ccc(F)cc3)cs2)cc1C
  3.1%	-0.6%	0.9	/	5.3%	0.5%	/	-7.1%	7.3%	-0.3%
20	CCOc1cc(/C=C/c2ccc3cccc([N+](=O)[O-])c3n2)ccc1O
  8.4%	-10.0%	1	20.0	4.0%	-0.1%	i	-3.1%	7.8%	20.4%

(listing goes on)
Results follow in this order: UTI89 phage lysis	human PMI inhibitors	TNAP activators	T cell modulator vesicle-bound %	M1AAP inhibition	West Nile virus CPE	T cell modulator	human PMI inhibition	M17LAP inhibition	RSV antiviral HEp-2
21	COc1ccc(NC(=O)c2cccc(N3C(=O)NC4CC3(C)Oc3ccccc34)c2)cc1 (stereo not drawn)
  0.6%	-4.2%	1.1	38.0	1.6%	-1.0%	i	-0.1%	-0.8%	9.2%
22	O=C(Nc1ccc(N2CCOCC2)cc1)C1CCCCC1
  1.3%	-6.9%	1.2	50.2	-0.1%	0.1%	i	5.4%	-3.1%	1.4%
23	CCCCNC(=O)[C@H]1C[C@H]1[C@@H](O)[C@H](CO)NC(=O)[C@H](COCc1ccccc1)NC(=O)OC(C)(C)C
  -1.5%	/	/	24.4	/	-0.4%	i	/	/	0.1%
24	COC(=O)C/C=C/[C@@H](C)[C@@H](/C=N/O[C@H](C)c1cn([C@@H]2COC[C@H]2O)nn1)NS(=O)(=O)c1ccc(C)cc1
  /	-0.3%	1.1	14.0	-0.7%	/	i	0.7%	14.7%	1.1%
25	COc1cccc(N2CC(C(=O)Nc3nnc(SCCN4CCOCC4)s3)CC2=O)c1 (stereo not drawn)
  0.4%[50 µM]	/	/	6.9	/	-0.1%	i	/	/	-0.3%
26	O=S1(=O)CCO[C@H]2Cc3ccccc3[C@H]2N1Cc1cccc(Cl)c1
  -0.9%	/	/	16.7	/	-0.3%	i	/	/	-0.4%
27	Cn1c(-c2sccc2OCc2ccccc2)n[nH]c1=S
  -0.3%	1.4%	1	15.5	5.0%	-0.9%	i	3.8%	-1.6%	2.6%
28	c1ccc(COc2ccccc2CNC23CC4CC(CC(C4)C2)C3)cc1
  0.6%	-5.3%	1.2	44.9	7.0%	-1.6%	i	-6.3%	-0.8%	8.9%
29	O=c1c(C=NCc2cccnc2)c(C(F)(F)F)[nH]n1-c1nc2ccccc2s1
  -0.5%	/	0.9	41.5	1.3%	0.3%	i	/	27.2%	3.8%
30	Cc1ccc(-c2nc(N/N=C/c3ccccc3[N+](=O)[O-])c3ccccc3n2)cc1
  -0.2%	-10.1%	1.1	32.3	9.1%	0.0%	i	-13.4%	-1.8%	1.0%
31	O=C(O)CCCC(=O)Nc1ccc(Br)cc1C(=O)O
  0.0%	-4.1%	1	33.2	1.3%	0.9%	i	-8.3%	33.9%	4.4%
32	Cc1cc2c3nonc3ccc2n1-c1ccccc1
  0.9%	3.1%	1	19.3	11.0%	-0.5%	i	-3.4%	-8.6%	3.2%
33	Cc1cc(Br)cc(Br)c1OCC(=O)NNC(=O)c1ccoc1C
  -1.3%[50 µM]	/	/	20.1	/	-0.7%	i	/	/	2.5%
34	O=S(=O)(NC1CCCCC1)c1ccc(F)c2ccccc12
  3.6%	-8.0%	1	53.5	2.3%	-1.5%	i	-7.2%	11.5%	3.3%
35	COc1cccc(OC)c1C(=O)Nc1nc2ccc(S(C)(=O)=O)cc2s1
  -1.5%	2.4%	1.1	24.0	-0.1%	0.8%	i	-1.8%	11.6%	0.3%
36	COC(=O)c1[nH]c2cc(OC)ccc2c1N
  10.2%	6.7%	1.1	4.3	1.1%	0.4%	i	6.6%	-1.6%	-0.1%
37	CC(C)CCN(CC(=O)NC1CCCC1)C(=O)C(=O)Nc1ccc2c(c1)OCCO2
  0.8%	/	/	23.0	/	-0.2%	i	/	/	1.4%
38	Cn1cccc1C(=O)C(=O)Nc1ccccc1
  0.2%	-5.5%	1.1	12.1	5.8%	-0.1%	i	-1.9%	11.8%	0.2%
39	O=C(NCc1cccc(Cl)c1)C1CCC(=O)N(C2CC2)C1 (stereo not drawn)
  0.7%	/	/	26.6	/	0.0%	i	/	/	0.0%
40	COCC(C)n1c(SCC(=O)N2CCCCC2)nc2ccccc2c1=O (stereo not drawn)
  -0.9%	8.2%	1.1	35.2	-14.2%	/	i	-3.3%	0.5%	3.1%

Next records:
Results follow in this order: UTI89 phage lysis	human PMI inhibitors	TNAP activators	T cell modulator vesicle-bound %	M1AAP inhibition	West Nile virus CPE	T cell modulator	human PMI inhibition	M17LAP inhibition	RSV antiviral HEp-2
41	O=C(O)Cc1ccc(C(=O)c2ccccc2)s1
  0.3%	-22.2%	1.1	48.2	1.9%	0.1%	i	-13.8%	5.7%	1.6%
42	CCOc1cc(C2NC(=O)NC(C)=C2C(=O)OCC2CCCCC2)ccc1O (stereo not drawn)
  1.5%	/	/	58.0	/	-1.5%	i	/	/	2.6%
43	COCCn1c(=N)c(C(=O)NCc2ccco2)cc2c(=O)n3cc(C)ccc3nc21
  0.4%	/	1.1	31.6	4.2%	-0.8%	i	/	-41.0%	-2.7%
44	COc1ccccc1/C=C/C=N/NC(=O)CN1CCN(Cc2ccccc2)CC1
  0.7%	/	/	26.2	3.5%	-0.4%	i	/	-3.6%	?
45	Cc1ccc(C2=C(CC(=O)O)C(=O)CC2)cc1
  1.3%	1.3%	1.3	20.8	20.3%	0.6%	i	15.2%	22.0%	1.2%
46	CCn1c(=O)n(CC)c2cc(S(=O)(=O)Nc3c(C)cccc3C)ccc21
  -0.2%	-7.3%	1	43.7	-2.0%	0.4%	i	-8.7%	1.8%	0.8%
